Lipid storage S3: qHTS Assay for Lipid Storage Modulators in Drosophila S3 Cells | Drosophila S3 cells, BODIPY lipid droplet fluorescence, 18-24 h; cells fed with added oleic acid | Potency in µM for hits, for the others lipid storage change, negative = inhibition, % at the top dose, mostly 46.1 µM | 320,000 tested, 0.64% active; active means well fitted inhibition curve with a large enough effect in the signal ratio, with a control signal flat, not every such curve was filed as active; inconclusive means small, poorly fitted or top-dose-only effect, or effect the other way, or a change in a side signal; the % refers to the signal ratio
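Drosophila S3 cells loaded with oleic acid (400 uM, as added) and compounds at several concentrations; lipid droplets imaged by 488-nm laser-scanning cytometry, 500–530 nm intensity and object ratio to cell channel. Percent activity normalized to 20 uM Triacsin C.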
Lipid storage S3 cell count max: recorded beside Lipid storage S3, whose call it bears; cell number change, %; measured here: cell count max response;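 cells counted by Cell Tracker Red CMTPX staining in the red channel; peak over a dose series mostly up to 46.1 µM; percent activity relative to internal control wells on each plate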
Numbers without * were called inactive; i = inactive; ? = inconclusive; . = not tested or not shown. On the % scale 0 is the no-effect control and ±100 the full control effect; potency means the concentration at half of the fitted maximal effect. These rows are one share of the data (hit frequency here may not be typical).

SMILES	Lipid storage S3	Lipid storage S3 cell count max
CCSC1=NCCN1C(=O)C(C)(C)Oc1ccc(Cl)cc1	10%	-8
COCCNC(=S)N/N=C/c1ccc(-c2ccc([N+](=O)[O-])cc2)o1	-26%	17
Clc1ccc2c(c1)-c1nnc(Br)n1-c1ccccc1S2	5%	11
CC1CN(CC(O)COc2ccc(C(=O)c3ccccc3)cc2)CC(C)O1 (configuration not stated)	?	.
CCN(CC)S(=O)(=O)c1cc(C(=O)NC2CCCCC2)ccc1C	7%	-1
COc1ccc2c(c1)CC/C(=C\c1ccc(OC)c(Cn3cccn3)c1)C2=O	?	.
CCN(CC(=O)Nc1ccc(OC)cc1)CC(=O)Nc1ccc2c(c1)OCO2	?	.
COc1cc(C(=O)NC2=C(C#N)CCC2)cc(OC)c1OC	1%	.
O=C(CCNC(=O)c1ccc(Br)cc1)Nc1nccs1	?	.
CCn1c(-c2cc3ccccc3cc2O)n[nH]c1=S	i	.
CC(C)(C)OC(=O)N1CCC(c2c(C(=O)NC3CC3)cnn2-c2ccccc2)CC1	?	.
O=C(C1CCCCC1)N(Cc1nc2sc3c(c2c(=O)[nH]1)CCCC3)Cc1cccs1	23%	29
C=CCSc1nnc(NC(=O)c2ccc(N3CCCC3=O)cc2)s1	2%	-4
Cc1cc(N2CCN(c3ncccn3)CC2)nc2c(C)cccc12	?	.
CC(C)(C)OC(=O)N1CCC[C@H]1c1nnc(SCc2ccccc2)o1	8%	10
O=C(O)C1CCN(C(=O)COc2ccc3c4c(c(=O)oc3c2)CCCC4)CC1	?	.
CC(=O)Nc1ccc(NC(=O)C2CCCN2/C=C/C(=O)C(F)(F)F)cc1 (configuration not stated)	4%	8
NNc1nc2sc3c(c2c(=O)n1C1CCCCC1)CCN(Cc1ccccc1)C3	0%	7
Clc1ncc(CSc2ccccc2)s1	0%	2
CN(C)S(=O)(=O)c1ccc(C(=O)Nc2ccccc2F)cc1	?	.
CCOC(=O)N1CCN(C(=O)CSc2nc(-c3cccc(C)c3)ns2)CC1	?	.
COc1ccc(CN(C(=O)c2cc3ccccc3oc2=O)C2CCCCC2)cc1OC	-16%	-10
COCCNC(=O)CN(C(=O)CCC(=O)Nc1cc(C)on1)c1ccccc1C	?	.
O=C(CSc1nc2scc(-c3ccccc3)c2c(=O)[nH]1)N1CCCCC1	10%	9
Cc1ccnc2c1ccc1c(C)ccnc12	-13%	-1
COc1cc(/C=N/NC(=O)c2ccncc2)ccc1OCC(=O)Nc1ccccc1	?	.
CNC(=S)N(CCCN(C)C)Cc1cc2cc3c(cc2[nH]c1=O)OCCO3	-9%	5
Cn1nc(C(=O)NNC(=O)C2CSC3(C)CCC(=O)N23)c2ccccc2c1=O (configuration not stated)	?	.
Cc1ccc(/C=C/C(=O)c2ccc(N3CCOCC3)cc2)s1	?	.
CS(=O)(=O)N1CCc2cc(S(=O)(=O)N3CCCCC3)ccc21	3%	9
CN(C)CCN(CC1CCCN(Cc2ccccc2F)C1)C(=O)c1ccc(F)cc1 (configuration not stated)	?	.
Clc1ccccc1CNCC1CCCO1 (configuration not stated)	i	-1
COc1cc(/C=C(/NC(=O)c2ccccc2Cl)C(=O)O)cc(OC)c1OC	-2%	-15
COc1ccc(N2CCN(CCNS(=O)(=O)c3cccc4nsnc34)CC2)cc1	i	.
COc1ccc(NC(=O)CC(C)c2ccccc2)c([N+](=O)[O-])c1 (configuration not stated)	?	.
CCOc1ccc(NC2=NC(C)(C)N=C(N)N2)cc1	?	.
CC1=CCC(C(=O)N/N=C/c2cccs2)C(c2ccc(F)cc2)C1 (configuration not stated)	-15%	-14
COc1ccc(C(CNC(=O)c2cccnc2SC)N2CCOCC2)cc1 (configuration not stated)	1%	3
CCC(=O)c1cc2c(cc1NC(=O)C(C)C)OCCO2	-5%	2
CC(=O)Nc1ccc(S(=O)(=O)NC(=O)C23CC4CC(CC(C4)C2)C3)cc1	?	.
CC(=O)c1cccc(NC(=O)Cc2cccs2)c1	?	.
O=C(NCc1ccncc1)C1COc2ccccc2O1 (configuration not stated)	?	.
CC[C@H](C)Cc1cn([C@@H](CCCN=C(N)N)C(=O)NCCCCCCCCCCC(=O)N2CCNCC2)nn1	11%	27
CC1CCCN(C(=O)COC(=O)Cc2ccc(Cl)cc2)C1 (configuration not stated)	0%	10
CCC(C(=O)NCCCN1CCOCC1)n1c2ccccc2c2nc(=O)cc(C)n21 (configuration not stated)	?	.
CCS(=O)(=O)N1Cc2ccccc2CC1C(=O)OCC(=O)Nc1ccc(C)cc1 (configuration not stated)	-8%	7
CN(Cc1ccccc1Br)C(=O)CSc1nnnn1C1CC1	-57%	-8
C/C(=C\c1ccc(Cl)cc1)C(=O)c1c(C)cc(C)[nH]c1=O	?	.
Cn1cc(CNC(=O)c2cc(-c3ccc(Br)cc3)nc3ccccc23)cn1	?	.
CC1=C(C(N)=O)C(c2ccc3c(c2)OCO3)n2nc(-c3cccc(C)c3)nc2N1 (configuration not stated)	?	.
Cn1ccnc1SCC(=O)Nc1cccc(S(=O)(=O)N2CCCCC2)c1	9%	19
CCCc1nnc(NC(=O)CCC(=O)N2CCC(C)CC2)s1	4%	-3
Cc1csc(NC(=O)c2cc3c(s2)-c2ccccc2OC3)n1	?	.
Nc1cnccc1C(=O)O	?	.
CCN(CC)Cc1c(C(=O)N/N=C/c2cccc3ccccc23)nnn1-c1nonc1N	i	.
COc1ccc(-n2c(=O)c3ccccc3n(CC(=O)c3ccccc3)c2=O)cc1OC	7%	.
COc1ccc(OC)c(C(=O)c2c(C)oc3cc([N+](=O)[O-])c(O)c([N+](=O)[O-])c23)c1	11%	13
O=C(Nc1nnc(C(F)(F)F)s1)c1ccc(N2C(=O)C3C4C=CC(C4)C3C2=O)cc1 (configuration not stated)	?	.
COC(=O)c1cc(NC(=O)CN(C)Cc2ccccc2)cc(C(=O)OC)c1	?	.
CCCCn1c(SCC(=O)Nc2ccc(C)c(S(=O)(=O)N3CCOCC3)c2)nnc1C(CC)N(C)C (configuration not stated)	?	.

Continuation:
SMILES	Lipid storage S3	Lipid storage S3 cell count max
COc1cc(Cl)cc(NC(=O)CCN2CCN(C)CC2)c1	?	.
O=C(c1cc2cc(F)ccc2[nH]1)N(Cc1cccnc1)CC1CCCN(C2CCCCC2)C1 (configuration not stated)	i	.
O=S(=O)(Nc1nc2ccccc2s1)c1ccc(Cl)nc1	5%	12
CCC1CN(C(=O)NCc2ccc(F)cc2)c2ccccc2O1 (configuration not stated)	1%	.
CC(C)Nc1nc(NNc2nc(Cl)nc(NC(C)(C)C)n2)nc(NC(C)C)n1	0%	0
C=CCC(C(=O)OC)(C(=O)OC)c1ccc(C(F)(F)F)cc1[N+](=O)[O-]	?	.
CCCOc1ccc(NC(=O)C2CC(=O)N/C(=N/N=C(C)/C=C/c3ccc(N(C)C)cc3)S2)cc1 (configuration not stated)	?	.
Clc1ccccc1/C=C/c1nc(-c2cccnc2)no1	?	.
COc1ccc(-c2noc(N3CCC(C(=O)Nc4ccccc4Cl)CC3)n2)cc1	?	.
Cc1ccc(C(=O)OCC(=O)Nc2ncc(C(F)(F)F)cc2Cl)cc1NC(=O)c1ccco1	?	.
Cc1sc2ncnc(Oc3ccc(-n4ccnc4)cc3)c2c1C	?	.
COc1ccc(C(CC(=O)NCc2ccccc2)Sc2n[nH]c(-c3ccc(Cl)cc3)n2)cc1 (configuration not stated)	?	.
Cc1ccc2c(c1)NC(=O)C(CC(=O)NCCN(CC(C)C)CC(C)C)O2 (configuration not stated)	i	.
CC(NC(=O)c1cccc(C(F)(F)F)c1)C(c1ccccc1)N1CCOCC1 (configuration not stated)	?	.
O=C1C=C(Nc2ccc(O)cc2)C(=O)c2ccccc21	?	.
COc1ccccc1/C=C/C=C(\C#N)C(=O)NC(C)c1ccccc1 (configuration not stated)	?	.
O=c1c2cc(F)ccc2[nH]c(=S)n1CCCN1CCOCC1	?	.
COc1ccc(OC)c(NC(=O)CN(C)S(=O)(=O)c2ccc(Cl)cc2)c1	?	.
Cc1cc(NCCO)nc(N2CCOCC2)n1	8%	-2
CCCCCN(C(=O)CCC(=O)OCC(=O)c1ccc(C(C)CC)cc1)c1c(N)n(CCCC)c(=O)[nH]c1=O (configuration not stated)	?	.
Cc1cc2c(c(=O)n1Cc1cccnc1)C(c1ccc(F)cc1)C(C#N)=C(N)O2 (configuration not stated)	?	.
S=C(Nc1ccc(Br)cc1Cl)N1CCCC1	i	-5
CCc1c(C)[nH]c2ccccc2c1=O	?	.
O=C(CCCNC(=O)/C(=C/c1ccc(Br)cc1)NC(=O)c1ccccc1)OCc1ccccc1	-21%	-1
CC(C)c1ccc(/C=C/C2=NNC(=O)CC2)cc1	?	.
COCC(C)n1c(SCC(=O)Nc2ccc3c(c2)OCCO3)nc2ccccc2c1=O (configuration not stated)	?	.
O=C(N/N=C/c1cccc(Br)c1)c1ccc(N2CCCC2=O)cc1	?	.
CCOC(=O)N1CCN(C(=O)CSc2nnc(C3COc4ccccc4O3)o2)CC1 (configuration not stated)	?	.
COc1ccc(S(=O)(=O)N2CCC(C(N)=O)(N3CCCCC3)CC2)cc1	?	.
COc1cccc(-n2ccnc2SCC(=O)N2CCCc3ccccc32)c1	-4%	15
C=CCN(CC=C)CC(=O)Nc1cccc(Oc2cnccn2)c1	6%	8
Cc1oc(C(=O)O)cc1CSCc1ccoc1C(=O)O	?	.
COCCOC1CCN(Cc2cn(Cc3ccccc3)nc2-c2cc3ccccc3o2)CC1	3%	1
CSCC[C@H](NC(=O)[C@@H]1Cc2ccccc2CN1)C(=O)NC1CCCC1	18%	.
COc1cc(SC)ccc1C(=O)Nc1ccc(C)cc1	19%	11
CCNc1oc(COc2ccccc2F)nc1C#N	?	.
CCCOc1ccc(-c2c(C(=O)N/N=C/c3ccccc3)nnn2-c2nonc2N)cc1	-3%	-12
CCCCn1c(C23CC4CC(CC(C4)C2)C3)n[nH]c1=S	?	.
C/C(=N\NC(=O)c1ccc(Cl)cc1)c1ccc2[nH]ccc2c1	i	.
CC(=O)/C(N)=N/Nc1cccc(Cl)c1	2%	12
CCCCn1c(N)c(N(Cc2ccccc2OC)C(=O)c2ccc(N3CCCC3=O)cc2)c(=O)[nH]c1=O	12%	12
NC(=O)COc1ccc(Nc2nnc(-c3ccc(O)cc3)c3ccccc23)cc1	4%	18
O=C(NCC(c1ccc(F)cc1)N1CCOCC1)c1cc(F)c(F)c(F)c1F (configuration not stated)	?	.
CC1C(c2ccccc2)N(C)CCC12NC(=O)NC2=O (configuration not stated)	?	.
COCCN(CC(=O)NCC1CCCO1)C(=O)CCC(=O)Nc1cc(C)ccn1 (configuration not stated)	0%	4
Cc1cc(C(F)F)n2nc(C(=O)Nc3cccc(C(F)(F)F)c3)nc2n1	14%	11
CCOc1cccc(Oc2ccc(C(F)(F)F)cn2)c1	i	.
O=C(CCCc1ccccc1)Nc1ccnn1C1CCN(Cc2ccc(Cl)cc2)CC1	i	8
CCOC(=O)C(CSCC(=O)c1ccc(Br)cc1)NC(=O)OC(C)(C)C (configuration not stated)	?	.
C=CCN(CC(=O)Nc1c(C)cccc1CC)C(=O)SCCC	?	.
CNc1cc(C(F)(F)F)nc(-c2ccccn2)n1	i	.
COC(=O)Cc1c(O)ccn(Cc2ccc3c(c2)OCO3)c1=O	-14%	-24
CCN(C(=O)c1ccc2c(c1)OCO2)C1CCS(=O)(=O)C1 (configuration not stated)	-21%	.
COc1cccc(CNC(=O)c2cccc(NC(=O)CC3SC(N4CCCCC4)=NC3=O)c2)c1 (configuration not stated)	?	.
CN(C(=S)NC(=O)C1(C)CC1(Cl)Cl)c1ccccc1 (configuration not stated)	?	.
CC(C(=O)N=Nc1c(O)n(C)c2ccc(Br)cc12)n1cnc2ccccc2c1=O (configuration not stated)	?	.
O=C(CCS(=O)(=O)Cc1ccccc1)N1CCc2ccccc2C1	?	.

2 neighbouring entries from above, quoted:
SMILES	Lipid storage S3	Lipid storage S3 cell count max
CC(C(=O)N=Nc1c(O)n(C)c2ccc(Br)cc12)n1cnc2ccccc2c1=O (configuration not stated)	?	.
O=C(CCS(=O)(=O)Cc1ccccc1)N1CCc2ccccc2C1	?	.

Copied from above, 17 compounds:
SMILES	Lipid storage S3	Lipid storage S3 cell count max
CCCCn1c(C23CC4CC(CC(C4)C2)C3)n[nH]c1=S	?	.
C/C(=N\NC(=O)c1ccc(Cl)cc1)c1ccc2[nH]ccc2c1	i	.
CC(=O)/C(N)=N/Nc1cccc(Cl)c1	2%	12
CCCCn1c(N)c(N(Cc2ccccc2OC)C(=O)c2ccc(N3CCCC3=O)cc2)c(=O)[nH]c1=O	12%	12
NC(=O)COc1ccc(Nc2nnc(-c3ccc(O)cc3)c3ccccc23)cc1	4%	18
O=C(NCC(c1ccc(F)cc1)N1CCOCC1)c1cc(F)c(F)c(F)c1F (configuration not stated)	?	.
CC1C(c2ccccc2)N(C)CCC12NC(=O)NC2=O (configuration not stated)	?	.
COCCN(CC(=O)NCC1CCCO1)C(=O)CCC(=O)Nc1cc(C)ccn1 (configuration not stated)	0%	4
Cc1cc(C(F)F)n2nc(C(=O)Nc3cccc(C(F)(F)F)c3)nc2n1	14%	11
CCOc1cccc(Oc2ccc(C(F)(F)F)cn2)c1	i	.
O=C(CCCc1ccccc1)Nc1ccnn1C1CCN(Cc2ccc(Cl)cc2)CC1	i	8
CCOC(=O)C(CSCC(=O)c1ccc(Br)cc1)NC(=O)OC(C)(C)C (configuration not stated)	?	.
C=CCN(CC(=O)Nc1c(C)cccc1CC)C(=O)SCCC	?	.
CNc1cc(C(F)(F)F)nc(-c2ccccn2)n1	i	.
COC(=O)Cc1c(O)ccn(Cc2ccc3c(c2)OCO3)c1=O	-14%	-24
CCN(C(=O)c1ccc2c(c1)OCO2)C1CCS(=O)(=O)C1 (configuration not stated)	-21%	.
COc1cccc(CNC(=O)c2cccc(NC(=O)CC3SC(N4CCCCC4)=NC3=O)c2)c1 (configuration not stated)	?	.
